Tau ThT inhib: inhibitors of human tau fibril formation, thioflavin T binding. P10636. recombinant tau K18 P301L, heparin-induced fibrillization, ThT fluorescence. Potency, µM (highest dose often 57.4 µM), for inactives: at the highest dose activity, negative = inhibition, most hits filed as inhibitors. 270,000 compounds, 2.1% hits; also: nearly all actives have a fitted effect of over 55% in size
Target sequence (P10636 561-689 P618L limits assumed): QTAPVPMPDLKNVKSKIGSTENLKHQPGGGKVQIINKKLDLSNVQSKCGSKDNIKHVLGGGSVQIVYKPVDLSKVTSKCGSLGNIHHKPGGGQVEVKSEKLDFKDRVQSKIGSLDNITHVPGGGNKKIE
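Using a mix of unlabeled (15 uM) and Alexa 594-labeled (0.24 uM) tau K18 P301L, heparin-triggered fibrillization over 6 hr at 37 C was scored by ThT fluorescence.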
Tau fibril FP: blocks human tau fibril formation measured by polarization; K18 P301L tau heparin fibrillization, Alexa594 FP, 6 h; Potency, µM (titrated, usually from 57.7 µM), for inactives: at the top dose activity, negative = inhibition, actives largely listed as inhibitors; 280,000 compounds, 0.39% hits; AID 1468; also: nearly all actives have a fitted effect of over 55% in size
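Recombinant K18 P301L […], labeled with Alexa 594 at 0.24 uM over 15 uM unlabeled; heparin inducer 20 uM final; 37 C, 6 hr; FP endpoint.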
Tau fluor cs: counter-screen for tau fibril formation inhibitors. tau K18 P301L Alexa594 fluorescence, heparin fibrillization. Potency, µM (highest dose often 57.7 µM), inactives show top-dose activity change, negative = decrease. 280,000 compounds, 0.93% hits. AID 1463; also: nearly all actives have a fitted effect of over 55% in size
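Human tau K18 P301L (15 uM unlabeled, 0.24 uM Alexa 594-labeled) in 100 mM sodium acetate pH 7 with 20 uM heparin, 6 hr at 37 C. ThT 30 uM added, 1 hr ambient; Alexa 594 FP and total fluorescence read at 555/632 nm.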
Numbers without * were called inactive; ? = inconclusive. Calls follow the shape of the dose curve; as a rule, active = well fitted curve in the direction sought with a large enough effect; inconclusive = small, poorly fitted or top-dose-only effect, or another doubt; inactive = no such curve, though single readings can be large; an effect the other way counts as inactive or inconclusive. % is scaled to controls: 0 for no effect and ±100 for the full control effect; potency is read from the fitted curve at half-maximal effect. An excerpt; rates above refer to the full screens.

Each structure is followed by: Tau ThT inhib, Tau fibril FP, Tau fluor cs
Cc1ccc(C)c(NC(=O)c2cnn(-c3cccc(F)c3)c2C2CCN(C(=O)OC(C)(C)C)CC2)c1
 : -15%, 2%, -17%
Cc1ccccc1CN1CCC(CNC(=O)c2cc3ccc4cccnc4c3[nH]2)CC1
 : 3%, -3%, -14%
COc1ccc(NC(=O)CSc2nnc(-c3ccc(C)cc3)o2)cc1
 : -1%, -7%, 14%
O=C(NCCc1ccccc1)c1ccc(Cn2c(SCc3ccccc3)nc3cccnc32)cc1
 : 3%, 5%, -14%
Cc1cc(=O)[nH]c2nnc(SCc3ccc(F)cc3)n12
 : -6%, -1%, -1%
CCn1cc(C(=O)NCc2ccc(C)cc2)c(=O)c2cc(S(=O)(=O)N3CCC(C)CC3)ccc21
 : 0%, -3%, -13%
CCc1ccccc1Nc1nn2c(=O)c3ccc(C(=O)NC4CCCCC4)cc3nc2s1
 : 3%, -14%, -15%
CCOc1ccccc1CC1C(=O)Nc2ccc(Br)cc21 (stereo not drawn)
 : -11%, -1%, -24%
CCCN1CCN(CCCNC(=O)c2ccc3c(c2)sc2nc(-c4ccc(OC)cc4)cn23)CC1
 : -4%, -6%, ?
COc1ccc(-n2nc(C(=O)Nc3ccc(C(C)=O)cc3)nc2-c2ccccc2)cc1
 : 13%, -6%, 4%
Cc1nc2ccccn2c(=O)c1NC(=O)c1ccc(F)c(F)c1
 : 6%, 3%, 3%
Cc1ccc(-c2onc(C)c2C)cc1S(=O)(=O)NCc1ccco1
 : 7%, 3%, -4%
CC(C)Cc1nn2c(=O)cc(COC(=O)c3cccc(NS(C)(=O)=O)c3)nc2s1
 : -14%, -4%, -12%
COc1cccc(CNS(=O)(=O)c2ccc3c(c2)C(C(C)C)C(=O)N3)c1 (stereo not drawn)
 : -2%, -11%, -6%
COc1ccc(-n2ccnc(NCc3cccs3)c2=O)cc1OC
 : -4%, -5%, -7%
Cc1ccc(NC(=O)C2CCCN(c3ncnc4onc(C)c34)C2)cc1Cl (stereo not drawn)
 : 3%, -14%, -22%
CCCN(Cc1cccs1)C(=O)Nc1cc(OC)ccc1OC
 : ?, -8%, -29%
COc1ccc(NC(=O)C2CCN(S(=O)(=O)c3cccc(-c4noc(C)n4)c3)CC2)cc1OC
 : -7%, 8%, -25%
COc1ccc(-c2noc(C3CC(=O)N(c4ccc5c(c4)OCCO5)C3)n2)c(OC)c1 (stereo not drawn)
 : -8%, -21%, -19%
CCOC(=O)Cn1c(=O)n(C2CCCCC2)c2nc(-c3ccc(Cl)cc3)nc(C(N)=O)c21
 : 4%, -5%, -4%
CCOc1ccc(C(=O)Nc2cccc(C(=O)OCc3cc(=O)n4cc(C)sc4n3)c2)cc1
 : ?, 8%, -2%
O=C(/C=C/c1ccccc1)N1CCN(Cc2cc(=O)n3nc(-c4ccccc4Cl)sc3n2)CC1
 : ?, 0%, -5%
Cc1cc2c(cc1S(=O)(=O)Nc1cccc(C(F)(F)F)c1)OCCN2C
 : 4%, -4%, -1%
Cn1cnc(S(=O)(=O)N2CCCC(C(=O)Nc3ccc(OC(F)(F)F)cc3)C2)c1 (stereo not drawn)
 : 6%, 2%, 6%
Cc1cc(NC(=O)CCn2c(=O)c3cccn3c3cccnc32)ccc1Br
 : -16%, 4%, -16%
CC1CCN(C(=O)CCS(=O)(=O)c2cc3c(cc2Cl)NC(=O)CO3)CC1
 : -14%, ?, -17%
CCOc1ccc(NC(=O)Cc2csc(COc3cccc(C)c3)n2)cc1
 : -10%, -13%, -6%
COc1ccccc1CNc1nc(-c2ccco2)nn1C(=O)c1cc(OC)c(OC)c(OC)c1
 : -16%, ?, -20%
O=C(NCCc1csc(-c2cccnc2)n1)c1cccc(C(F)(F)F)c1
 : 0%, -6%, 0%
COc1ccccc1CN1C(=O)CN(C2CCCCCC2)C(=O)C1c1ccc(C)cc1 (stereo not drawn)
 : -5%, -1%, -2%
Cc1cccc(NC(=O)CSc2nc(C)cc(C)c2C(=O)Nc2ccc(Cl)cc2)c1
 : 8%, -9%, -3%
CCOc1ccc(-n2c(SCC(=O)Nc3ccc4c(c3)OCCO4)nc3c([nH]c4ccccc43)c2=O)cc1
 : -3%, -18%, ?
Cc1ccc(S(=O)(=O)N2CCN(Cc3nc4ccc(C)cc4o3)CC2)c(C)c1
 : -7%, 8%, -4%
COC(=O)c1c(NC(=O)c2cc3nc(-c4ccc(Br)cc4)cc(C(F)(F)F)n3n2)sc2c1CCCC2
 : -11%, 4%, 2%
CN1CCN(C(CNC(=O)c2cccc(F)c2)c2ccc3c(c2)OCO3)CC1 (stereo not drawn)
 : 0%, -4%, 3%
CCc1cccc(C)c1NC(=O)CN1CCCN(Cc2ccc(C)cc2)S1(=O)=O
 : -6%, 2%, -5%
COc1ccccc1CNC(=O)C1CCN(S(=O)(=O)Cc2ccccc2)CC1
 : ?, 2%, -20%
COc1ccc(OC)c(NC(=O)CSc2ccc(-c3sc(C)nc3C)nn2)c1
 : ?, -6%, -16%
CCOc1ccc(NC(=O)c2ccc3[nH]c(C)c(C)c3c2)cc1
 : ?, 15%, ?
COc1ccc(N2C(=O)CS(=O)(=O)C23C(=O)N(Cc2c(F)cccc2Cl)c2ccccc23)cc1 (stereo not drawn)
 : -7%, -11%, -15%
CC(C)CCNC(=O)CSCc1cnn(-c2ccccc2)c1-n1cccc1
 : ?, ?, -11%
O=C(CSc1nc2c([nH]c3ccccc32)c(=O)n1-c1ccc(Cl)cc1)c1ccccc1
 : 8%, ?, -3%
O=C(NCC(c1cccnc1)N1CCN(Cc2ccccc2)CC1)C(=O)Nc1cccc(F)c1 (stereo not drawn)
 : ?, -6%, -26%
COc1ccc(-n2cc(C(=O)Nc3cc(F)ccc3F)c3ccccc3c2=O)cc1
 : -9%, 12%, 1%
Cc1ccc(Cl)cc1NC(=O)N1CCC(CN2CCc3ccccc3C2)CC1
 : 1%, -6%, -2%
CCOC(=O)c1cnc(NCc2ccc(OC)cc2OC)c2ccccc12
 : -10%, ?, ?
CCc1ccc(CNC(=O)c2ccc3c(c2)c(C)c(C)n3Cc2ccccc2)cc1
 : -1%, 0%, -14%
CCc1c(C)c2ccc3c(c2oc1=O)CN(Cc1ccccc1)CO3
 : -1%, 0%, -7%
Cc1cccc(-n2c(C)cc(C(=O)C(=O)Nc3ccccc3F)c2C)c1C
 : -6%, -2%, 1%
COc1ccccc1NC(=O)c1c(C)cc(C)nc1SCC(=O)Nc1ccc(C)cc1
 : 3%, 4%, -10%
CCOc1ccc(NC(=O)c2ccc3c(c2)nnn3C2CCCC2)cc1
 : -4%, -1%, -5%
CN(Cc1ccccc1)C(=O)CSc1nnc(-c2cccc(Cl)c2)o1
 : -12%, 4%, -16%
O=C(NCC1CCN(Cc2cccc(F)c2)CC1)c1cc2ccc3cccnc3c2[nH]1
 : 2%, -7%, -5%
C=Cc1ccc(CN2C(=O)N(c3ccc(C)c(C)c3)S(=O)(=O)c3ccccc32)cc1
 : 3%, -15%, -16%
COc1ccc(OC)c(S(=O)(=O)NCCc2sc(-c3ccc(C)cc3)nc2C)c1
 : ?, -7%, ?
CCN(C(=O)CSc1nc2ccccc2n1CC(=O)Nc1ccc(F)cc1F)c1ccccc1
 : -11%, 10%, -11%
CC(C)OCCCNC(=O)CCCN1C(=O)CCn2nc(-c3cccn3C)cc21
 : -3%, 8%, -1%
Cc1nc(-c2ccc(S(=O)(=O)NCc3ccccc3Cl)cc2)co1
 : 5%, -7%, -9%
Cc1cccc(-c2cc(NC(=O)C(C)(C)C)n(-c3ccccc3)n2)c1
 : 2%, -3%, -10%
Cc1cc(=O)n(Cc2ccccc2)c2c1c(C)nn2C
 : ?, -2%, -6%

Some of the entries above in another layout.
structure: COc1ccc(N2C(=O)CS(=O)(=O)C23C(=O)N(Cc2c(F)cccc2Cl)c2ccccc23)cc1 (stereo not drawn)
  Tau ThT inhib = -7%; Tau fibril FP = -11%; Tau fluor cs = -15%
structure: Cc1nc(-c2ccc(S(=O)(=O)NCc3ccccc3Cl)cc2)co1
  Tau ThT inhib = 5%; Tau fibril FP = -7%; Tau fluor cs = -9%
structure: CCOc1ccc(-n2c(SCC(=O)Nc3ccc4c(c3)OCCO4)nc3c([nH]c4ccccc43)c2=O)cc1
  Tau ThT inhib = -3%; Tau fibril FP = -18%; Tau fluor cs = ?
structure: CCc1cccc(C)c1NC(=O)CN1CCCN(Cc2ccc(C)cc2)S1(=O)=O
  Tau ThT inhib = -6%; Tau fibril FP = 2%; Tau fluor cs = -5%

The results go on.
molecule | Tau ThT inhib | Tau fibril FP | Tau fluor cs
O=C(NCCN1CCN(c2cccc(Cl)c2)CC1)C1COc2ccccc2C1 (stereo not drawn) | ? | 1% | -15%
Cc1cc(C)cc(Nc2ncnc3sc4c(c23)CCCC4)c1 | 2% | -6% | 4%
CCS(=O)(=O)N1CCc2cc(C(=O)NCCc3ccccc3)ccc21 | -12% | 8% | -5%
CC(C)CN(CCCNC(=O)CN1N=C(c2ccc(Cl)cc2)CCC1=O)CC(C)C | 11% | 8% | 10%
COc1cccc(NC(=O)N2CCC(CN3CCOCC3)CC2)c1 | -1% | 5% | -2%
Cc1ccc(NC(=O)Cn2c(=O)n(Cc3nc(-c4ccccc4)no3)c(=O)c3cc4c(cc32)OCO4)c(C)c1 | -8% | ? | -29%
Cc1nc2ccc(S(=O)(=O)N(CC(=O)Nc3ccc(F)cc3)Cc3ccccc3)cc2s1 | -5% | -15% | -23%
COc1ccccc1OC(C)C(=O)NCC1(N2CCOCC2)CCCCC1 (stereo not drawn) | -8% | -2% | -11%
COc1ccc(C(=O)c2cn(CC(=O)Nc3cc(C)ccc3C)c3nc(C)ccc3c2=O)cc1 | ? | -11% | -14%
CCN1C(=O)c2ccccc2Sc2ccc(NC(=O)c3cccc(C)c3)cc21 | -2% | -15% | -23%
O=C(Nc1ccc(Br)cc1)N1CCC(CN2CCCC2)CC1 | 1% | -4% | 5%
CCc1ccc(NC(=O)CSc2nc3c([nH]c4ccccc43)c(=O)n2-c2ccc(C)cc2)cc1 | -9% | -4% | -22%
CC(C)OCCCn1c(SCc2cccc(Br)c2)nc2c(sc3ccccc32)c1=O | 4% | -1% | 0%
O=C(Cn1ccn(-c2ccc(F)c(F)c2)c(=O)c1=O)c1ccc(F)cc1 | 10% | -2% | 14%
CC1=C(c2ccc(C)cc2)S(=O)(=O)NC1=NCCCN1CCN(c2cc(C)ccc2C)CC1 | -4% | 1% | -10%
CCOC(=O)c1cccc(NC(=O)N2CCC(CN3CCc4ccccc4C3)CC2)c1 | -5% | 1% | -6%
CCCCNC(=O)CCn1c(=O)c2cccn2c2cccnc21 | 2% | -1% | 2%
Cc1cccc(NC(=O)N2CCC(N3CCN(Cc4ccccc4)C(=O)C3=O)CC2)c1C | 9% | 5% | 10%
CCOc1ccccc1NC(=O)COC(=O)CC(C)(C)CC1=NS(=O)(=O)c2ccccc2N1 | -3% | 1% | -10%
CC(C)c1ccc(NC(=O)CSC2=Nc3ccccc3C3=NC(CC(=O)NCc4cccs4)C(=O)N23)cc1 (stereo not drawn) | -6% | 2% | -29%
Cc1nn2c(=O)cc(COC(=O)Cc3ccccc3)nc2s1 | 4% | -1% | 10%
CCS(=O)(=O)N1CCC2(CC1)OC(=O)C(C)=C2C(=O)NCc1ccc(OC)c(OC)c1 | 4% | 6% | 4%
CN(C)c1ccc(C(CNC(=O)c2ccc(C(C)(C)C)cc2)N2CCCC2)cc1 (stereo not drawn) | -17% | 3% | -13%
O=C(NC1CC(=O)N(c2cccc(F)c2)C1)C1CCCC1 (stereo not drawn) | -7% | -10% | -7%
COCCNc1oc(-c2ccccc2)nc1S(=O)(=O)c1ccc(Br)cc1 | -5% | 1% | ?
COc1cc(NC(=O)c2cc(C3CC3)nc3c2c(C)nn3-c2ccc(C)cc2)cc(OC)c1 | -1% | ? | -23%
CC1=C(C(N)=O)C(c2ccccc2Br)n2ncnc2N1 (stereo not drawn) | 0% | -2% | 3%
Cc1ccc2c(c1)c1c(c(=O)n(-c3ccccc3)c(=O)n1CC(=O)c1ccc(Cl)cc1)n2C | 2% | -1% | -7%
CCOC(=O)c1cc(-c2ccccc2)n(CCCC(=O)Nc2ccc(C(C)C)cc2)c1C | -14% | -4% | -28%
Cc1cccc(NC(=O)Cn2nc(-c3ccccc3)c3cnc4ccccc4c32)c1 | 6% | -18% | 5%
CCOC(=O)CNC(=O)CC(c1cc(OC)c(OC)c(OC)c1)N1Cc2ccccc2C1=O (stereo not drawn) | 14% | -2% | 4%
Cc1ccccc1CN1C(=O)c2ccccc2Sc2ccc(C(=O)NCc3ccccc3)cc21 | -2% | -5% | -2%

Screening data from PubChem.
